High-throughput results: PubChem BioAssay, several laboratories
LANA DNA inh = blocks KSHV LANA C-terminal domain binding to DNA. MBP-C-LANA/FAM-LBS DNA binding, fluorescence polarization. inhibition, % at 9 µM. actives 0.078% (n = 340,000). AID 504423;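 active = highest replicate inhibition at or above 60% at 9 µM, even if other replicates fall short; inactive = all replicates below 60% inhibition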;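 also: 0% = neutral control wells and 100% = 4 µM acridine orange control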
SR-BI DiI-HDL act = SR-BI HDL lipid transfer activation. activation, % at 12.5 µM. actives 0.096% (n = 320,000). CHO ldlA[mSR-BI] cells, DiI-HDL uptake fluorescence, 3 h; 100 = double the neutral-control signal. AID 504775;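 active = mean replicate activation of at least 60% and every replicate at or above 60%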;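 also: 0% = median plate neutral-control signal and 100% = twice that signal; values of inactives mirror those of a sister screen read the other way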
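Assay system: LDL receptor-deficient CHO ldlA cells overexpressing murine SR-BI / Medium: BSA-supplemented, HEPES-buffered Ham's F12, pH 7.4 / Probe or stimulus: DiI-labelled HDL at 10 µg/mL final / Timing: compound with DiI-HDL co-incubation, 3 h at 37 °C / Technique: bottom-read cell fluorescence after medium removal, ex 550/em 595 nm / Measure: HDL uptake via cellular fluorescence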
CAL PDZ FP-1 = blocks peptide binding to the human CAL PDZ domain | Q9HD26 | actives 0.92% (n = 300,000) | AID 602252 | purified CAL PDZ, TMR-peptide fluorescence polarization, 1 h | inhibition, % at 24.9 µM;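 active = mean inhibition of at least 30% with at least half of replicates also reaching 30%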;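 also: 0% = DMSO neutral control and 100% = excess unlabeled competitor peptide PRC23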
Keap1 Nrf2 FP = disrupts human Keap1 binding to Nrf2 peptide | inhibition, % at 9.4 µM | Q14145 | Keap1 Kelch-Nrf2 peptide fluorescence polarization, 1536-well | actives 0.15% (n = 340,000); in the data active = inhibition above about 12%;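 also: human Keap1 Kelch domain with fluorescein labeled Nrf2 9mer peptide probe; 0% = neutral control wells and 100% = peptide positive control; higher means more block of Keap1 binding to Nrf2 peptide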
Target sequence (Q14145 whole entry, looked up, the tested form may be a part): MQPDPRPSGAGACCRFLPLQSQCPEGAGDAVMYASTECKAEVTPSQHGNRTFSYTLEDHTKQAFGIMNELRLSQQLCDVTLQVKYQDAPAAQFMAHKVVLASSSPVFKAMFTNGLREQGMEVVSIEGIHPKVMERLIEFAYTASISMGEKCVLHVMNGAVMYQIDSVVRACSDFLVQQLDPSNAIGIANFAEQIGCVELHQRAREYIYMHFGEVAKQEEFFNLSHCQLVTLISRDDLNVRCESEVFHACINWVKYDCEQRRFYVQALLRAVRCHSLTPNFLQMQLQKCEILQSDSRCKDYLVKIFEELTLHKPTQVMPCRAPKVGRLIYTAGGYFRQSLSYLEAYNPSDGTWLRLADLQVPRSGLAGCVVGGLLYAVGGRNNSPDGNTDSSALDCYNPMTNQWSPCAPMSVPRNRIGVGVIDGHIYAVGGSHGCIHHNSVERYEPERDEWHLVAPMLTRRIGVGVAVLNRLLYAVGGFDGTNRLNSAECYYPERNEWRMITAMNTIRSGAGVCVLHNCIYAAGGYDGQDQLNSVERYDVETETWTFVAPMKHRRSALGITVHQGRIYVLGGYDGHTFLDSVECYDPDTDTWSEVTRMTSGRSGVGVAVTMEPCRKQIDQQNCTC
PKA-R2B activ = activates the human PKA-R2B holoenzyme complex. P22694+P31323. actives 0.079% (n = 340,000). activation, % at 11.4 µM. PKA-R2B holoenzyme dissociation, Cy5-IP20 fluorescence polarization; R2B truncated from residue 108, S112A mutant; 0% DMSO only, 100% 113 µM cGMP. AID 504700;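 active = activation above a cutoff set at the mean over all compounds plus 3 SD, cut at about 18% in these data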;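 also: higher means more holoenzyme dissociation and a rise in polarization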
cardiac RTF act = cardiac RTF calcium sensitization. IANBD-labeled TnC RTF fluorescence at EC20 calcium; 0% EC20 calcium, 100% full calcium. activation, % at 7.2 µM. actives 0.24% (n = 340,000). AID 493008;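 active = activation above the mean over all tested compounds plus 3 SD, cut at about 30% in these data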;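 also: rise in fluorescence read as greater calcium sensitivity of cardiac thin filaments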
CAL PDZ FP-2 = inhibitors of human CAL PDZ peptide binding | purified CAL PDZ, TMR-peptide fluorescence polarization, 1 h | inhibition, % at 20 µM | actives 0.02% (n = 330,000) | AID 504414;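 active = highest replicate inhibition of at least 40%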;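 also: plate controls were DMSO neutral control wells for no effect and unlabeled competitor peptide control wells for full effect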
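Material: tagged CAL PDZ domain; buffer or medium: 25 mM sodium phosphate pH 7.4, 150 mM NaCl, TCEP, IgG, Thesit; compound dosing: single point, 20 µM; schedule: 1 h incubation at room temperature before polarization reading; measured by: FP readout, S and P plane fluorescence; read-out basis: percent inhibition from loss of millipolarization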
DAGLB inh = diacylglycerol lipase beta (human) inhibition. AID 504411. inhibition, % at 5.17 µM. actives 0.059% (n = 340,000). Q8NCG7. HEK293T DAGLB membrane lysate, EnzChek fluorogenic substrate; in the data active = inhibition above about 34%;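 also: 0% = enzyme with vehicle and 100% = wells lacking enzyme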
RTF Ca sens inh = cardiac RTF calcium desensitization; P19429+P45379; IANBD-labeled cardiac RTF, Ca2+ fluorescence; inhibition, % at 7.15 µM; actives 0.12% (n = 340,000); AID 493244;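 active = inhibition above the mean inhibition of all tested compounds plus 3 SD, cut at about 17% in these data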;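 also: assay run at fixed EC70 calcium of 1.6 mM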
Rtt109 Vps75 = C. albicans Rtt109 histone acetyltransferase inhibition; Q5AAJ8; purified Rtt109/Vps75, ThioGlo CoA-SH fluorescence, 4 h; inhibition, % at 34.9 µM; actives 0.16% (n = 330,000);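 active = inhibition of at least 50% in every replicate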
Target sequence (Q5AAJ8 whole entry, looked up): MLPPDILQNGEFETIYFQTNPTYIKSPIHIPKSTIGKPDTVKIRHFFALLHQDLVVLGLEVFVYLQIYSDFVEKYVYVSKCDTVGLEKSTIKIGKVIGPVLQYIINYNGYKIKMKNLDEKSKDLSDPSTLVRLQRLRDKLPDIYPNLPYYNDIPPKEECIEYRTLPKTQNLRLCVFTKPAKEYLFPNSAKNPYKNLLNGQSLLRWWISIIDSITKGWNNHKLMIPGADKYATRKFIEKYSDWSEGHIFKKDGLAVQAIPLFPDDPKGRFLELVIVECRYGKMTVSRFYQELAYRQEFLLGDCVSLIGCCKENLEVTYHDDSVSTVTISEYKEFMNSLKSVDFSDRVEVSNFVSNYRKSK
* = called active by the depositor; i = inactive; nt = no result given.

SMILES | LANA DNA inh | SR-BI DiI-HDL act | CAL PDZ FP-1 | Keap1 Nrf2 FP | PKA-R2B activ | cardiac RTF act | CAL PDZ FP-2 | DAGLB inh | RTF Ca sens inh | Rtt109 Vps75
Cc1cc(C(=O)N2CC(C)CC(C)C2)n(-c2ccccc2)n1 (centres undefined) | -0.1 | 10 | nt | 1 | 5 | 3 | -1.3 | 1 | -5 | 8
COc1cc(/C=N/n2c(SC)nnc(C(C)(C)C)c2=O)ccc1O | -0.5 | 8 | 0 | -2 | 3 | -1 | -0.7 | -3 | -18 | 19
COc1ccc(CCNC(=O)CSc2nc(-c3ccc(OC)c(OC)c3)ccc2C#N)cc1 | 1.5 | -7 | -2 | -2 | 4 | 6 | -0.3 | -1 | -6 | 0
COc1ccc(OCC(O)CNC(=O)c2ccc(C)cc2)cc1 (centres undefined) | 1.1 | 19 | -4 | -5 | 1 | 3 | -0.9 | -1 | 4 | -1
O=C(Nc1ccc2c(c1)OCO2)c1ccc(CO)cc1 | 0.4 | 16 | -2 | -4 | -10 | -4 | -0.3 | 1 | 6 | 0
Cc1c(O[C@@H]2O[C@H](CO)[C@@H](O)[C@H](O)[C@H]2O)c(CO)c(O[C@@H]2O[C@H](CO)[C@@H](O)[C@H](O)[C@H]2O)c2c1O[C@@H](c1ccccc1)C[C@@H]2O | -0.6 | 30 | 2 | -4 | 3 | 3 | -0.3 | 2 | -4 | -8
O=C(C1CCN(S(=O)(=O)N2CCC3(CC2)OCCO3)CC1)N1CCc2ccccc2C1 | -1.1 | -11 | -3 | -3 | -4 | 0 | -3.3 | 0 | -6 | -6
O=c1c(-c2c(O)cc(O)c3c(=O)cc(-c4ccc(O)cc4)oc23)c(-c2ccc(O)cc2)oc2cc(O)cc(O)c12 | 7.3 | -12 | -1 | -3 | -19 | 5 | -0.5 | 3 | -2 | 14
OC(CC#CCN1CCCC1)(c1ccccc1)c1ccccc1 | 1.9 | nt | -3 | 6 | -18 | 4 | 0.3 | -1 | -5 | 0
C=CCOC(=O)C(C#N)c1nc2ccccc2nc1N1CCN(c2ccccc2OCC)CC1 (centres undefined) | -0.6 | -35 | -3 | 0 | 4 | -5 | -0.3 | -1 | 8 | -1
Cc1cccc(C)c1NC(=O)CN(C)C(=O)c1cccc(NS(=O)(=O)c2ccccc2)c1 | -0.3 | 4 | nt | 4 | 1 | -12 | 0.7 | 0 | -6 | 6
CC(=O)C[C@H]1c2ccccc2S(=O)(=O)N1c1ccccc1 | -0.9 | -7 | 1 | 0 | -9 | 4 | -0.8 | 1 | -14 | -3
CCOC(=O)N1CCC(n2c(SCC(=O)N3CCC(C)CC3)nc3ccccc3c2=O)CC1 | 0.7 | -21 | 1 | 2 | -3 | 5 | 0.5 | -1 | -9 | 14
CCN(CC)Cc1c(O)c(Cl)cc2c(C)c(C)c(=O)oc12 | 0.4 | 27 | 1 | -5 | -5 | 7 | -0.1 | 3 | -11 | i
O=C(CSc1nnc(CNC(=O)c2ccccc2F)o1)NCCc1ccccc1 | 1.1 | 12 | 2 | -3 | -4 | 9 | -0.8 | -1 | 2 | 6
O=C(N/N=C/c1cccs1)c1cc(-c2cccc3ccccc23)n[nH]1 | 0.0 | 0 | -10 | -1 | -5 | -4 | -5.3 | 2 | -17 | -3
CCOC(=O)N1CCC(=NNS(=O)(=O)c2cccc([N+](=O)[O-])c2)CC1 | 0.5 | -7 | nt | 3 | 1 | 8 | -2.8 | 0 | -4 | 0
O=C(Cc1ccc(Br)cc1)OCC(=O)c1ccc[nH]1 | 0.4 | 18 | 44* | -1 | -5 | -7 | -0.2 | 0 | -9 | -2
CCCn1nc(Oc2nc(NCC)nc(NCC)n2)ccc1=O | -0.9 | -7 | -1 | -8 | 6 | -2 | -0.4 | 1 | -3 | -11
NC(=O)c1sc2nc3c(c(-c4cccnc4)c2c1N)CCC3 | -1.5 | 10 | -2 | -2 | -10 | -5 | -2.7 | -4 | -9 | -4
NC(=S)N/N=C1\CC(c2ccc3c(c2)OCCCO3)Oc2ccc(F)cc21 (centres undefined) | 0.9 | -43 | 0 | -1 | -1 | 0 | -1.8 | -1 | 0 | 6
Cc1cccc(N2CCN(C(=O)CN3CCOc4ccccc43)CC2C)c1 (centres undefined) | 2.9 | -19 | nt | -2 | -9 | 2 | 0.1 | -2 | -8 | -2
COc1ccc(NC(=O)c2c(C)noc2C(C)C)cc1S(=O)(=O)N1CCCCC1 | -0.5 | -7 | nt | 5 | -1 | 0 | -0.2 | 1 | 0 | -2
O=C(/C=C/c1cccc([N+](=O)[O-])c1)NCCSCc1ccc(Cl)cc1 | -0.1 | 9 | 0 | 3 | 0 | 0 | -1.9 | -7 | 0 | 6
CC(C)C(=O)N1CCC(c2nc(-c3ccc(S(=O)(=O)N4CCCC4)cc3)no2)CC1 | -0.9 | -13 | -3 | -2 | -15 | -5 | -1.3 | -4 | -4 | 8
O=C(NC(=S)Nc1cccc2cc(O)ccc12)c1ccccc1Br | -1.1 | -16 | -5 | -2 | -4 | -4 | -1.4 | -1 | -11 | -14
COc1ccc(N2CCN(C(=O)COC(=O)c3c(-c4ccccc4)noc3C)CC2)cc1 | 2.6 | -15 | -1 | -2 | -9 | 2 | -0.6 | 0 | -6 | 0
CCCCc1ccc(S(=O)(=O)N2CCC3(CC2)OCCO3)cc1 | 1.2 | -2 | nt | 0 | -3 | -1 | -0.2 | -3 | 2 | 0
O=C(COc1ccccc1)Nn1cnc2ccccc21 | -0.3 | -19 | 0 | 3 | -10 | -2 | -1.7 | -2 | -3 | 14
c1ccc(C2=Nc3ccccc3NC(c3ccccc3)C2)cc1 (centres undefined) | -0.3 | -14 | -1 | -8 | -1 | -1 | nt | 1 | -2 | -3
CCC1=NC(c2ccccc2)N(O)C1(C)C (centres undefined) | -1.1 | 19 | -2 | 0 | 1 | -2 | 0.7 | -3 | 5 | -13
COc1ccc(S(=O)(=O)Nc2ccc3c(c2)n(C)c(=O)n3C)cc1 | 0.0 | 7 | -2 | -5 | 4 | 6 | -2.1 | -1 | 1 | -2
CSc1ccccc1NC(=O)CN(C)C(=O)c1cccc(S(=O)(=O)N(C)C)c1 | -2.2 | 8 | 1 | -2 | -12 | 6 | -0.5 | -1 | -7 | 3
COc1ccc(C(=O)C2CCCN(Cc3cccn3-c3ccccn3)C2)cc1F (centres undefined) | 1.5 | 16 | -3 | -4 | -7 | 3 | -0.2 | 0 | -8 | 4
Cc1ccccc1NC(=O)CN1C(=O)NC2(CCCCC2)C1=O | 4.1 | -2 | -6 | -3 | 5 | -5 | -0.2 | 3 | 9 | 1
COc1ccc(/C=N/NC(=O)c2cc(=O)[nH]c3ccccc23)cc1OC | -1.7 | 0 | nt | 2 | -8 | 5 | -1.2 | -4 | -8 | 12
O=C(CCNS(=O)(=O)c1cccc2nonc12)NC1CCCCCC1 | -0.6 | 28 | -1 | -1 | -14 | -2 | nt | 2 | 11 | -8
COc1cccc(CNC(=O)C(=O)NCC(c2ccco2)N2CCOCC2)c1 (centres undefined) | 0.4 | 19 | -3 | -4 | -3 | 1 | -1.1 | 0 | -6 | -4
O=C(Nc1nnc(-c2ccncc2)o1)c1ccc(Br)s1 | -0.6 | 55 | 0 | 1 | -3 | 2 | 0.4 | 2 | 5 | 2
COc1ccccc1N1CCN(C(c2cc3ccc(C)cc3[nH]c2=O)c2nnnn2C2CCCC2)CC1 (centres undefined) | 1.4 | 4 | 0 | -2 | -11 | -4 | 0.5 | 2 | -2 | -1

No new results follow: 4 of the compounds above.
SMILES | LANA DNA inh | SR-BI DiI-HDL act | CAL PDZ FP-1 | Keap1 Nrf2 FP | PKA-R2B activ | cardiac RTF act | CAL PDZ FP-2 | DAGLB inh | RTF Ca sens inh | Rtt109 Vps75
O=C(CCNS(=O)(=O)c1cccc2nonc12)NC1CCCCCC1 | -0.6 | 28 | -1 | -1 | -14 | -2 | nt | 2 | 11 | -8
COc1cccc(CNC(=O)C(=O)NCC(c2ccco2)N2CCOCC2)c1 (centres undefined) | 0.4 | 19 | -3 | -4 | -3 | 1 | -1.1 | 0 | -6 | -4
O=C(Nc1nnc(-c2ccncc2)o1)c1ccc(Br)s1 | -0.6 | 55 | 0 | 1 | -3 | 2 | 0.4 | 2 | 5 | 2
COc1ccccc1N1CCN(C(c2cc3ccc(C)cc3[nH]c2=O)c2nnnn2C2CCCC2)CC1 (centres undefined) | 1.4 | 4 | 0 | -2 | -11 | -4 | 0.5 | 2 | -2 | -1

(cont.)
SMILES | LANA DNA inh | SR-BI DiI-HDL act | CAL PDZ FP-1 | Keap1 Nrf2 FP | PKA-R2B activ | cardiac RTF act | CAL PDZ FP-2 | DAGLB inh | RTF Ca sens inh | Rtt109 Vps75
O=C(NCc1ccc2c(c1)OCO2)C1COc2ccccc2O1 (centres undefined) | 0.8 | -6 | -5 | 3 | 6 | 3 | nt | -2 | -9 | 18
O=C1N(Nc2ccccc2)C(c2ccc(Br)cc2)C12CCCC2 (centres undefined) | 0.9 | -8 | -1 | 1 | 4 | 2 | -0.5 | 1 | -4 | -1
COc1cc(/C=N/NC(=O)C(=O)N2CCCC2)ccc1O | 0.5 | -5 | -3 | -2 | -10 | 2 | 0.1 | 1 | -2 | -9
CC(NC(=O)c1ccco1)C(=O)OCC(=O)N1CCCCCC1 (centres undefined) | -1.1 | -11 | -3 | 3 | -7 | 3 | 2.2 | 0 | 0 | -7
Cc1ccc(-n2nc3c(c2NC(=O)C(C)C)CS(=O)(=O)C3)c(C)c1 | 0.5 | 3 | -5 | -6 | -9 | -6 | -0.1 | -3 | -5 | -5
CCOC(=O)CCSc1nc(C)cc(C(F)(F)F)c1C#N | -3.8 | 17 | 13 | -12 | 4 | 10 | 0.0 | -11 | -1 | 3
COC(=O)c1ccc(-n2c(C)nc(=O)c(-c3ccccc3)c2C)cc1 | -0.5 | 26 | -2 | -1 | -1 | 4 | -0.9 | 1 | -16 | 6
CC(C)c1c(O)cc(-c2ccncc2)n(-c2ccc(Cl)cc2)c1=O | 2.9 | 21 | -2 | -1 | 3 | -7 | 0.9 | 1 | 1 | -4
O=C(NC1CCCC1)C(c1ccncc1)N(Cc1cccs1)C(=O)c1csnn1 (centres undefined) | 2.6 | -4 | nt | 0 | -9 | 11 | -0.1 | -3 | -2 | -3
CCc1cccc2sc(N(CCCN3CCOCC3)C(=O)CS(=O)(=O)c3ccccc3)nc12 | 0.4 | -9 | 8 | -2 | 2 | -3 | -0.1 | -3 | 0 | 2
O=C(O)CCc1ccc(-c2cccs2)n1NC(=O)c1ccc(Cl)cc1 | -0.2 | 35 | 10 | -4 | -4 | 9 | -1.0 | 2 | 1 | 5
O=C(Nc1ccc(Oc2ccccc2)cc1)N[C@@H](Cc1ccccc1)C(=O)O | -2.0 | -10 | -1 | -1 | -10 | -7 | -1.3 | 1 | 0 | 4
